Compound activity (PubChem)
15-hLO inh: 15-hLO (ALOX15) enzyme inhibition. P16050. purified 15hLO-1, xylenol orange hydroperoxide absorbance. Potency, µM (titrated, usually from 57.1 µM), inactives show at the top dose activity change, negative = inhibition, actives largely listed as inhibitors. hit rate 1.4% among 74,000; further: potency means the concentration at half of the fitted maximal effect; on the % scale 0 is the no-effect control and ±100 the full control effect; nearly all actives have a fitted effect of over 55% in size
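Compounds were preincubated 15 min at room temperature with 40 nM purified human enzyme (25 mM Hepes pH 7.5, 0.01% Triton X-100); 50 uM arachidonic acid reacted 6 min. Fe-xylenol orange detection, 30 min, absorbance ratio 573/405 nm.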
Rhodamine autofl: rhodamine region autofluorescence. Rhodamine-region fluorescence, 547/598 nm, Tris buffer; active compounds read high. max dye-equivalent concentration, M. hit rate 0.05% among 59,000; in the data active means max dye-equivalent concentration above about 11 nM; inconclusive means between about 1.1 nM and that limit
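Compounds in 100 mM Tris buffer, pH 8.0, were incubated 15 min at room temperature, then read at 547 nm excitation and 598 nm emission. Fluorescence was normalized against a per-plate six-point rhodamine standard curve as dye-equivalent concentration.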
BRCT PPI red: inhibitors of human BRCA1 BRCT-phosphoprotein interaction (red fluorophore). AID 892. BRCT-phosphopeptide binding, red fluorescence polarization. hit rate 0.03% among 75,000. Potency, µM (doses to about 76.9 µM), inactives show top-dose activity change, negative = inhibition, most hits filed as inhibitors; further: on the % scale 0 is the no-effect control and ±100 the full control effect
Target sequence (P38398 whole entry, looked up): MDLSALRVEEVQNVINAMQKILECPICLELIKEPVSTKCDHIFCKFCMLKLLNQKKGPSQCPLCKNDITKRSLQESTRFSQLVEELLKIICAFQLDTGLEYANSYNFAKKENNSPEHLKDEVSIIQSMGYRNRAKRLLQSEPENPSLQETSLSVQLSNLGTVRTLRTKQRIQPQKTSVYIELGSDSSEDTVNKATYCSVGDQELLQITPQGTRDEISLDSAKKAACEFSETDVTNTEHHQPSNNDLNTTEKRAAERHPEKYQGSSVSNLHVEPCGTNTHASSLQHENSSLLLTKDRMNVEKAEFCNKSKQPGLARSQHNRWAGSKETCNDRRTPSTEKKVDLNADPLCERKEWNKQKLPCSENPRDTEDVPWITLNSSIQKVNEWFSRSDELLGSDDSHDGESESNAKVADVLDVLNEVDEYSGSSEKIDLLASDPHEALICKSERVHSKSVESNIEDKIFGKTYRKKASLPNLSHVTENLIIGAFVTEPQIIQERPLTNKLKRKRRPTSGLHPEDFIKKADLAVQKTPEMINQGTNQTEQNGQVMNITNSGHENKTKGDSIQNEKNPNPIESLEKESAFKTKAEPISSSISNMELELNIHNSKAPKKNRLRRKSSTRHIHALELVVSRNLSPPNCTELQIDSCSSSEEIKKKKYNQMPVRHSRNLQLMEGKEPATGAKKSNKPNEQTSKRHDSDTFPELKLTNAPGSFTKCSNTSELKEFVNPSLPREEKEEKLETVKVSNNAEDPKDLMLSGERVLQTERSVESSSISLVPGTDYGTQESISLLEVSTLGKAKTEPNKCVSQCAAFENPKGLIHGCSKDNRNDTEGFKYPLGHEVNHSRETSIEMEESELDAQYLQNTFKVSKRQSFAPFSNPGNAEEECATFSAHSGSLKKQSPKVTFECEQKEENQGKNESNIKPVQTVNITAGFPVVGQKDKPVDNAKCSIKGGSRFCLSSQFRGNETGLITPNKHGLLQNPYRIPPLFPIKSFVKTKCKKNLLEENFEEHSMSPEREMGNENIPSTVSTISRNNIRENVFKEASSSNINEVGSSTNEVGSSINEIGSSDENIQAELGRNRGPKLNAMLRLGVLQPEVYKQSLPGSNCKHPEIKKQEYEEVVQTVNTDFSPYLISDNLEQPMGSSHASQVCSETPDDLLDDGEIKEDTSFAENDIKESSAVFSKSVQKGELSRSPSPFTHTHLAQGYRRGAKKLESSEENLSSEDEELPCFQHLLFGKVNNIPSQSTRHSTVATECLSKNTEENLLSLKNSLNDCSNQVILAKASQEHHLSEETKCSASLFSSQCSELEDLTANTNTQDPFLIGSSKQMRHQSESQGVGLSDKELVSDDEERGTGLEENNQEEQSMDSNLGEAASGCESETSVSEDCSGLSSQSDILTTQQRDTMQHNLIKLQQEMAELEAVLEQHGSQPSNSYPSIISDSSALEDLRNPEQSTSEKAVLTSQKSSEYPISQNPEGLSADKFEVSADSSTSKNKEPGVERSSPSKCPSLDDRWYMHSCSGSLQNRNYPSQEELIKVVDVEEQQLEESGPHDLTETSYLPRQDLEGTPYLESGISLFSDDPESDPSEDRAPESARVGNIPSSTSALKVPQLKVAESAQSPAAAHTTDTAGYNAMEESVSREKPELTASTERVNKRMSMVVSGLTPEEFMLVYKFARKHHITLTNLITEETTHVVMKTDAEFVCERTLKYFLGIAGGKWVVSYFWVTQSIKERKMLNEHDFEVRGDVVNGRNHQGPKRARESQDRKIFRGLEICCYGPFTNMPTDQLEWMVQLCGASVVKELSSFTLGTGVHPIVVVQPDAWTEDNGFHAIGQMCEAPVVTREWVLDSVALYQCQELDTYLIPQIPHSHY
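Rhodamine-labelled pBACH1 10-mer (100 nM) bound to BRCT domain (100 nM) at pH 7.3; compounds incubated 12 min room temperature, polarization read. Free peptide defines full inhibition; unlabelled decapeptide titrated as control.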
Caspase-7 inhib: blocks human caspase-7 allosterically or competitively. hit rate 0.02% among 75,000. recombinant caspase-7, Ac-DEVD-AFC fluorescence rate. Potency, µM (titrated, usually from 57.5 µM), inactives show at the highest dose activity change, negative = inhibition, usual class: inhibitors; active means well fitted inhibition curve with a large enough effect in the main read-out, with a control signal flat, not every such curve was filed as active; inconclusive means small, poorly fitted or top-dose-only effect, or a change in a side signal; further: potency means the concentration at half of the fitted maximal effect; % of control where 0% means no effect
Casp1 inh: caspase-1 (human) inhibition, allosteric or competitive | P29466 | Caspase-1 enzyme, Ac-WEHD-AFC fluorogenic rate | Potency, µM (titrated, usually from 57.5 µM), inactives show at the top dose activity change, negative = inhibition, hits mostly inhibitors | hit rate 0.03% among 75,000 | AID 900;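 further: potency means the concentration at half of the fitted maximal effect; plate controls were vehicle for no effect and no substrate for full effect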
DNA Pol III inh: DNA polymerase III holoenzyme inhibition. reconstituted DNA polymerase III holoenzyme replication, biochemical. Potency, µM (highest dose often 57.1 µM), for the others: at the highest dose activity change, negative = inhibition. hit rate 0.25% among 71,000. AID 603; further: potency means the concentration at half of the fitted maximal effect; on the % scale 0 is the no-effect control and ±100 the full control effect
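Reconstituted *E. coli* holoenzyme (0.35 nM Pol III, 1 nM beta, 154 nM SSB, 2 nM primase) was preincubated with compound for 15 min at RT. Synthesis on 1.4 nM ssM13Gori ran 35 min, then was stopped with PicoGreen/EDTA and read as dsDNA fluorescence.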
HADH2 inhib: HADH2 (human) dehydrogenase inhibition. Q99714. recombinant HADH2, NADH fluorescence, beta-hydroxybutyryl-CoA. Potency, µM (top dose mostly 57.1 µM), without a hit: at the highest dose activity change, negative = inhibition, hits mostly inhibitors. hit rate 3.4% among 73,000. AID 886; further: potency means the concentration at half of the fitted maximal effect; on the % scale 0 is the no-effect control and ±100 the full control effect; nearly all actives have a fitted effect of over 60% in size; many of its hits are not listed in these tables
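20 nM HADH2 + cpd, 15 min RT; add 1 mM NAD+/90 uM beta-hydroxybutyryl-CoA; kinetic fluorescence 360/450 nm, 4 min. Tris-HCl pH 9.0, 0.01% Tween-20.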
HEK293 cAMP cs: counter-screen for TSHR agonists: cAMP increase in parental HEK293; hit rate 2.5% among 73,000; parental HEK293 CNG cAMP sensor, membrane potential fluorescence; AID 938; Potency, µM (highest dose often 57.1 µM), for the others: top-dose activation, actives largely listed as activators; further: potency means the concentration at half of the fitted maximal effect; % of control where 0% means no effect; nearly all actives have a fitted effect of over 55% in size
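Parental HEK 293 cells stably expressing a modified CNG channel (no TSHR) report cAMP rise as membrane depolarization. Membrane potential dye with 100 uM RO 20-1724 was loaded for 60 min at room temperature, then compound added for 30 min; fluorescence read at 590 nm.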
BRCT PPI green: BRCA1 BRCT-phosphoprotein interaction inhibition; BRCA1 BRCT-phosphopeptide binding, green fluorescence polarization; P38398; Potency, µM (doses to about 76.9 µM), for inactives: top-dose activity change, negative = inhibition, most hits filed as inhibitors; hit rate 0.05% among 75,000;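 further: potency means the concentration at half of the fitted maximal effect; plate controls were peptide without protein for full effect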
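Fluorescence polarization: His-tagged BRCT (~35 kDa BRCA1 C-terminus, 250 nM) bound to 100 nM fluorescein-labeled phosphorylated 10-aa BACH1 peptide, pH 7.3 phosphate buffer with DTT and Tween 20. Compounds incubated 12 min at room temperature; inhibition read as lowered polarization.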
Tau filament bind: binders of human tau filaments. P10636. recombinant tau filaments, thioflavin S fluorescence, 15 h; filaments grown with octadecylsulfate alongside compound. Potency, µM (titrated, usually from 57.1 µM), inactives show top-dose activity change, negative = inhibition. hit rate 2% among 71,000. AID 596;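 further: potency means the concentration at half of the fitted maximal effect; on the % scale 0 is the no-effect control and ±100 the full control effect; actives lower thioflavin S fluorescence by blocking filaments or displacing dye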
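Quantitative HTS: thioflavine S signal from ODS-induced tau filaments, excited at 450 nm, emission 510 nm. Conditions: 1 uM tau, 30 uM ODS, 15 h at 37 C, pH 7.4.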
USP2a inh: USP2a (human) protease inhibition; Potency, µM (highest dose often 38.3 µM), without a hit: at the highest dose activity change, negative = inhibition, hits mostly inhibitors; hit rate 0.1% among 60,000; AID 927; USP2a enzymatic assay, qHTS inhibition; O75604;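 further: potency means the concentration at half of the fitted maximal effect; nearly all actives have a fitted effect of over 60% in size; plate controls were DMSO for no effect and NEM full inhibition control for full effect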
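Inhibition is measured in a cell-free coupled assay with 20 nM USP2 core, 20 nM Ub-PLA2 and 20 uM NBD C6-HPC, 2.5 h incubation. Activity normalized to NEM control.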
* = called active by the depositor; i = inactive; ? = inconclusive; / = not tested or not shown; [ ] = remark or other dose. Unless noted, the call rests on the fitted dose curve; in most records, active means well fitted curve in the direction sought with a large enough effect; inconclusive means small, poorly fitted or top-dose-only effect, or another doubt; inactive means no such curve, though single readings can be large; an effect the other way counts as inactive or inconclusive. Some of the compounds tested, so the mix of outcomes need not match the whole.

Values run as follows: 15-hLO inh	Rhodamine autofl	BRCT PPI red	Caspase-7 inhib	Casp1 inh	DNA Pol III inh	HADH2 inhib	HEK293 cAMP cs	BRCT PPI green	Tau filament bind	USP2a inh
CSc1nnc2c3ccccc3n(Cc3ccccc3)c2n1
  -14.0%	i	0.7%	-1.8%	-1.8%	0.3%	0.6%	20µM*	-3.3%	-5.8%	-4.5%
O=C1COc2ccc(C(=O)COC(=O)C3CCN(S(=O)(=O)c4cccs4)CC3)cc2N1
  -11.4%	i	-0.8%	-4.6%	1.2%	9.6%	4.1%	-3.1%	-1.4%	-23.7%	20.2%
CCOc1nc(C)ccc1-c1noc(-c2ccccn2)n1
  -0.9%	i	0.1%	-0.3%	-1.7%	-1.1%	25.1µM*	-3.6%	0.3%	-16.3%	13.1%
Cc1nnc(SCc2ccc(CC(=O)O)cc2)o1
  11.2%	i	-0.1%	-1.5%	2.5%	-2.8%	?	-4.8%	-0.3%	10.0%	-2.1%
COc1ccc(C(=O)n2nc(C)cc2C)cc1OC
  5.5%	i	0.3%	0.4%	1.2%	-1.4%	-6.3%	17.5%	0.0%	-5.4%	3.2%
O=C(CCCNS(=O)(=O)c1cccc2nsnc12)NCc1ccccc1
  4.6%	i	0.0%	0.5%	2.6%	0.4%	0.9%	3.2%	-2.0%	7.4%	-0.3%
CCNc1nc(SCc2ccccc2)nc(N2CCOCC2)n1
  -8.6%	i	1.6%	-4.4%	-2.7%	7.5%	0.4%	23.1%	-0.3%	-15.5%	?
COc1ccc(CNC(=O)CS(=O)Cc2nc(-c3ccc(C)cc3)oc2C)cc1 (stereo not drawn)
  -6.9%	/	-2.0%	-2.4%	-5.4%	1.1%	-13.8%	23.3%	-2.6%	3.7%	/
O=C(O)c1cccc2c1C(=O)N(C1CCCCC1)C2
  12.5%	/	-2.1%	2.2%	0.8%	-15.0%	-9.3%	12.2%	-0.8%	-26.6%	/
O=C(NNC(=O)c1ccncc1)c1ccncc1
  5.3%[11.4 µM]	i	-0.4%[15.4 µM]	0.6%[11.5 µM]	-4.3%[11.5 µM]	-0.9%[11.4 µM]	5.5%[11.4 µM]	6.8%[11.4 µM]	0.2%[15.4 µM]	3.0%[11.4 µM]	/
CC1CCN(C(=O)C2CC(c3ccc(F)cc3)=NO2)CC1 (stereo not drawn)
  8.3%	i	0.9%	1.0%	3.2%	-4.4%	11.4%	25.3%[2.29 µM]	-1.8%	-5.2%	3.3%
Cc1ccc2nsnc2c1S(=O)(=O)NCc1cccnc1
  1.1%	i	0.2%	-1.3%	0.5%	-6.8%	-8.2%	2.0%	-2.9%	-6.9%	-2.0%
CCC(=O)N1c2ccc(S(=O)(=O)N(CCO)Cc3ccccc3)cc2CC1C (stereo not drawn)
  5.5%	i	-0.1%	0.7%	-0.4%	-5.8%	2.0%	8.4%	-0.4%	-3.5%	13.7%
CCCCN(C(=O)Cn1nnc2ccccc21)C(C(=O)NCCOC)c1ccc(OC)cc1OC (stereo not drawn)
  -4.4%	i	0.2%	1.3%	1.2%	1.0%	4.2%	12.9%	1.8%	-3.2%	11.3%
CC(C)C[C@H](NC(=O)OC(C)(C)C)c1nnc(SCC(=O)Nc2ccc(Br)cc2)o1
  -17.6%	i	-1.3%	-4.3%	-1.1%	0.7%	6.3%	4.0%	-3.4%	-6.2%	29.4%
CCN(CC)CCOc1nc(C)nc2c1oc1ccccc12
  1.3%	i	-1.3%	-0.2%	-1.1%	-1.5%	9.9%	15.2%	-0.9%	4.9%	1.5%
CC(NC(=O)c1ccccc1Cl)C1COc2ccccc2O1 (stereo not drawn)
  -11.1%	i	3.5%	-0.3%	-2.4%	-7.7%	3.0%	-2.1%	-0.8%	2.9%	2.7%
Cn1c(=O)c2c(nc(OCC3COC(C)(C)O3)n2Cc2ccccc2F)n(C)c1=O (stereo not drawn)
  6.6%	i	-0.1%	-1.2%	1.2%	5.8%	13.1%	15.4%	2.9%	14.4%	7.4%
O=C(CSc1nnc(-c2ccc(Br)cc2)o1)N1CCN(C(=O)c2ccco2)CC1
  1.6%	i	-1.0%	0.1%	1.2%	-7.2%	32.9%[activator]	23.0%	-0.7%	15.9%	10.4%
CC1CCN(C(=O)C2CCN(S(=O)(=O)c3cnc[nH]3)CC2)CC1
  -2.4%	i	0.6%	0.2%	2.3%	-0.1%	3.2%	-0.7%	-0.4%	3.8%	2.8%
Cc1sc2ncnc(SCC(=O)N3CCCC3=O)c2c1C
  11.3%	i	1.6%	-0.5%	-5.2%	-3.0%	-0.3%	0.4%	-2.4%	7.7%	4.1%
CS(=O)(=O)N1CCN(C(=O)NC23CC4CC(CC(C4)C2)C3)CC1
  -2.3%	i	-1.6%	-0.1%	1.3%	-2.5%	17.2%	6.6%	-1.7%	-3.5%	-11.5%
COc1nnc(-c2ccc(C(=O)N3C[C@@H]4C[C@H](C3)c3cccc(=O)n3C4)cc2)c2ccccc12
  -1.5%	i	0.6%	-1.5%	-6.5%	-15.1%	10.8%	8.0%	4.2%	17.0%	10.3%
CCOC(=O)CN1C(=O)C(C)(C)Oc2ccc(C(=O)Nc3ccccc3OC)cc21
  -2.3%	i	0.5%	1.0%	-2.3%	-2.9%	-8.2%	8.1%	-0.6%	5.0%	6.2%
CC(=O)O[C@@H]1C(=O)[C@@]2(C)[C@H](O)C[C@H]3OC[C@]3(OC(C)=O)[C@@H]2[C@H](OC(=O)c2ccccc2)[C@@]2(O)C[C@H](OC(=O)[C@@H](O)[C@@H](NC(=O)c3ccccc3)c3ccccc3)C(C)=C1C2(C)C (stereo in doubt)
  8.1%[25.6 µM]	i	-0.8%[34.4 µM]	1.2%[25.7 µM]	-1.9%[25.7 µM]	-6.0%[25.6 µM]	-0.4%[25.6 µM]	10.7%[25.6 µM]	-1.2%[34.4 µM]	-6.0%[25.6 µM]	38.1%[activator][17.1 µM]
CN1CCN(CCC(=O)Nc2cccc(F)c2)CC1
  2.8%	i	0.3%	0.9%	1.0%	-1.4%	1.9%	4.9%	-3.5%	2.9%	0.5%
CN(C)c1cc[n+](Cc2ccccc2)cc1
  2.4%	i	0.4%	2.1%	-1.7%	-1.2%	9.9%	-2.4%	-1.4%	83.8%	-6.9%
Cc1cc(C)n(C(=O)CCCC(=O)n2nc(C)cc2C)n1
  -1.0%	i	-3.2%	-2.3%	2.3%	0.8%	-4.6%	?	0.7%	-1.8%	0.3%
CC(C)OC(=O)c1nnn(-c2nonc2N)c1CN1CCc2ccccc2C1
  -8.1%	i	-0.6%	-7.0%	-6.5%	0.9%	3.1%	11.7%	1.8%	20.4%	34.2%[activator]
N#Cc1ccc(CN2CCC3(CCNCC3)CC2)cc1
  3.7%	i	-0.6%	-2.1%	-1.6%	3.6%	1.5%	4.7%	-1.5%	4.7%	40.9%[activator]
CC(NC(=O)c1ccc(N(C)C)cc1)C(c1cccs1)N1CCN(C)CC1 (stereo not drawn)
  1.5%	i	-0.7%	-1.1%	-1.4%	-5.3%	5.1%	8.8%	-1.1%	1.0%	3.8%
O=C(NC1CCCC1)C(c1cccs1)N(Cc1ccco1)C(=O)c1csnn1 (stereo not drawn)
  -6.0%	i	-0.3%	1.4%	-2.3%	-1.2%	10.9%	?	-1.4%	7.5%	1.9%
Cc1cccc(Nc2nc(N)nc(CN3CCN(c4ccc(F)cc4)CC3)n2)c1
  27.6%	i	1.6%	-3.4%	-3.0%	4.5%	9.9%	1.2%	-2.3%	-9.1%	35.6%[activator]
CC(=O)Nc1ccc(C(=O)CS(=O)(=O)c2ccc(C)cc2)cc1
  -0.8%	i	0.2%	1.5%	-3.6%	-1.6%	-24.7%	-0.4%	-3.0%	?	3.6%
CCOc1cc(C2C(C#N)=C(N)OC(C)=C2C(C)=O)cc(Br)c1O (stereo not drawn)
  -12.6%	i	-0.8%	-13.9%	-7.0%	12.8%	?	2.0%	?	i	12.6%
CCCN1CCN(CCCNC(=O)Cn2nc(-c3ccccc3)ccc2=O)CC1
  0.4%	i	1.2%	2.1%	-1.3%	-8.4%	2.4%	7.5%	-0.2%	-5.2%	4.5%
